Bioassay records (PubChem BioAssay)
FLuc modulator: inhibits or activates purified firefly luciferase, miR-21 counter-screen | Potency, µM (top dose mostly 57.5 µM), inactives show top-dose activity change, negative = inhibition, most hits filed as inhibitors | actives 6.9% (n = 360,000) | purified FLuc, Km substrates, luminescence inhibition; active = well fitted inhibition curve with a large enough effect; inconclusive = small, poorly fitted or top-dose-only effect;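 note: plate controls were vehicle for no effect and reference inhibitor for full effect; nearly all actives have a fitted effect of over 55% in size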
Target sequence (P08659 whole entry, looked up): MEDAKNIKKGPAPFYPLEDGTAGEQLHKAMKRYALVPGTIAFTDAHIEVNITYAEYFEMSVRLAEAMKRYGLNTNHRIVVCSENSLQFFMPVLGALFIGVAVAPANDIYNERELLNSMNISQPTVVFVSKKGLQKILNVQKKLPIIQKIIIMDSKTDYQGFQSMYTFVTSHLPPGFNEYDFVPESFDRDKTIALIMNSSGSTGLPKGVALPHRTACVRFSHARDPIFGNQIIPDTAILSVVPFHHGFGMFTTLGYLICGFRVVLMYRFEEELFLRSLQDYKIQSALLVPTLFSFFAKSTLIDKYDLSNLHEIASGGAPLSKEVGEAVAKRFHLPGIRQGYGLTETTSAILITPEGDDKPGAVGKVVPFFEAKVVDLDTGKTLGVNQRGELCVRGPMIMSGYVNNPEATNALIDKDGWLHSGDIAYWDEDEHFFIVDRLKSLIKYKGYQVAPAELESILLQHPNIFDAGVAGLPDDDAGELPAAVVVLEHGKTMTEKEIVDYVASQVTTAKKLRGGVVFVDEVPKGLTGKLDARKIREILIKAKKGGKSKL
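Purified P. pyralis luciferase (10nM final) with 10uM D-luciferin and 10uM ATP (Km levels) in 50mM Tris acetate pH 7.5, 10mM Mg acetate, 0.01% Tween-20, 0.05% BSA; qHTS 6-point titration, ~60 µM downward; luminescence read.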
* = called active by the depositor; ? = inconclusive. Potency is the fitted concentration of half-maximal effect.

SMILES	FLuc modulator
Cc1nc2ccn(Cc3cccs3)c(=O)c2cc1C(=O)N1CCN(c2ccc(F)cc2)CC1	-2%
CCc1ccc(NC(=O)Cn2c(=O)n(-c3cc(C)cc(C)c3)c(=O)c3oc4ccccc4c32)cc1	-1%
CCOC(=O)c1ccc(NC(=O)CN(Cc2ccc(C)cc2)S(=O)(=O)c2ccc(C)cc2)cc1	5%
O=C(CSc1n[nH]c(-c2ccccc2Cl)n1)NCc1ccc(F)cc1	-17%
CCc1ccc(Nc2nc(-c3cc4cccc(OC)c4oc3=O)c(CC)s2)cc1	-12%
Cc1cccc(CNC(=O)Cn2nc(C)c3nn(-c4ccc(Cl)cc4)c(C)c3c2=O)c1	5%
CCOC(=O)C(=O)Nc1nnc2n1CCS2	1%
Cc1ccc(Cl)cc1NC(=O)N1CCC(CN2CCCCCC2)CC1	0%
COc1cccc(-c2noc(-c3cc4ccccc4oc3=O)n2)c1OC	2.7µM*
COC(=O)c1cc2oc3ccccc3c2n1Cc1nc(-c2ccccc2Cl)oc1C	-4%
Cc1cc(C)c(S(=O)(=O)NCC(c2ccc(N(C)C)cc2)N2CCOCC2)c(C)c1 (stereo not drawn)	-2%
Cc1ccc(OCC(=O)Nc2ccc3nc(Nc4cccc(Cl)c4)cc(C)c3c2)cc1	3%
COC(=O)c1ccc(NC(=O)c2cc(=O)c3ccc(C)cc3o2)cc1	-5%
Fc1ccc(-c2nc(Nc3cccc(C(F)(F)F)c3)nc3c2COc2ccccc2-3)cc1	-15%
Cc1noc(/C=C/c2ccccc2F)c1S(=O)(=O)N1CCC(C(=O)NCC(C)c2ccccc2)CC1 (stereo not drawn)	0%
O=C(Nc1cccc(C(F)(F)F)c1)c1cc2ccc3cccnc3c2[nH]1	-5%
COc1ccc(Cn2c(SCc3ccc(C(=O)NC4CCCCC4)cc3)nc3cccnc32)cc1	-2%
CCC(C)NC(=O)Cn1c(=O)cc(-c2ccccc2)c2c(C)nn(C)c21 (stereo not drawn)	5%
COc1ccc(NC(=O)C(=O)NCC(c2cccnc2)N2CCc3ccccc32)cc1OC (stereo not drawn)	-2%
Cc1ccc(NC(=O)CSc2nc3ccccc3c3nc(CCc4c(C)n[nH]c4C)nn23)c(C)c1	1%
CCCOC(=O)c1cccc(Nc2nc(CCC)cc(=O)[nH]2)c1	-19%
CCN(CC)CCNc1ncnc2c1cnn2-c1cc(Cl)ccc1C	-4%
CCN(CC)S(=O)(=O)c1ccc2c(c1)N(CC(=O)Nc1ccc(C)cc1C)C(=O)C1CCCN21 (stereo not drawn)	-6%
CCOc1ccc(CCNC(=O)c2ccc3c(c2)c(C)c(C)n3Cc2ccccc2)cc1OCC	-11%
O=C(c1ccc(F)cc1)c1cn(Cc2ccccc2F)c2cc3c(cc2c1=O)OCCO3	-9%
(more compounds)
SMILES	FLuc modulator
Cc1cccc(-c2nc3cc(NC(=O)Cc4ccc(Cl)cc4)ccc3o2)c1	2%
Cc1ccccc1CSc1cn(CC(=O)N2CCCCC2)c2ccccc12	-19%
Cc1ccc(CNC(=O)CCC(=O)N2CC3CCCN3c3ccccc32)cc1 (stereo not drawn)	0%
COc1ccc(C2c3c(oc4ccc(F)cc4c3=O)C(=O)N2Cc2ccc3c(c2)OCO3)cc1 (stereo not drawn)	-2%
Cc1ccc(C)c(S(=O)(=O)NCCc2csc(-c3ccc(Cl)cc3)n2)c1	4%
O=C(Nc1ccccc1Cl)N1CCC(CN2CCCC2)CC1	-1%
CCc1cccc(C)c1NC(=O)Cn1nnc(-c2nc(-c3ccccc3F)no2)c1N	-1%
COc1ccc(NC(=O)Cc2csc(COc3cccc(C)c3)n2)cc1OC	?
O=C(NCc1cccc(Cl)c1)c1c2c(nc3ccccc13)C(=O)N(C1CCCCC1)C2	1%
COC(=O)c1nnn(CC(=O)Nc2c(C)cccc2C)c1N	-1%
Cc1ccccc1CNC(=O)CCCn1c(=O)c2cccn2c2ccccc21	0%
CC1Cc2cc(S(=O)(=O)NCc3ccc(Cl)cc3)ccc2N1C(=O)C1CCC1 (stereo not drawn)	-6%
CCCCN(CC)CCCNC(=O)c1sc2nc(C)cc(C)c2c1-n1cccc1	0%
COc1nc(-c2ccc(C)cc2)ccc1-c1noc(-c2ccc(C(C)(C)C)cc2)n1	0%
Cc1ccc2scc(N3CCC(C)CC3)c(=O)c2c1	1.2µM*
COc1cccc(CNC(=O)Cc2csc3nc(-c4ccccc4)cn23)c1	?
COc1cccc(N2CCN(C(=O)c3nc(-c4ccc(Cl)cc4)n4c3CCCCC4)CC2)c1	1%
CCOc1ccc(CNC(=O)CN2C(=O)CCn3nc(-c4cn(C)c5ccccc45)cc32)cc1OC	-8%
Cc1cc2oc(=O)c(CC(=O)NCCc3ccccc3)c(C)c2c2occ(C(C)(C)C)c12	?
Cc1ccc(N2CCN(C(=O)C3CCN(c4ncnc5c4nc4n5CCCCC4)CC3)CC2)c(C)c1	1%
CCCCN(CCCC)CCCNC(=O)c1cc(-c2ccc(Cl)s2)nc2ccccc12	-6%
Cc1c(Cl)cccc1-n1ncc(C(=O)Nc2ccc(F)cc2F)c1C1CCN(C(=O)OC(C)(C)C)CC1	2%
COc1ccccc1-n1c(=O)c2c3c(sc2n(Cc2ccccc2F)c1=O)CN(C(C)=O)CC3	-1%
Cc1ccc(NC(=O)CSc2nnc(C)n3c2cc2sccc23)c(C)c1	-7%
Cc1ccc2c(c1)cc1c(=O)n(CC(=O)N3CCCCC3)nc(C)n12	-11%

Retrieved by compound from above, 2 records:
SMILES	FLuc modulator
CCCCN(CCCC)CCCNC(=O)c1cc(-c2ccc(Cl)s2)nc2ccccc12	-6%
CCc1cccc(C)c1NC(=O)Cn1nnc(-c2nc(-c3ccccc3F)no2)c1N	-1%

More records:
SMILES	FLuc modulator
O=C(CSCc1ccc(F)cc1)N1CCc2c([nH]c3ccccc23)C1c1ccc(Cl)cc1 (stereo not drawn)	1%
O=C(NCc1ccc(F)cc1)c1cc2n(n1)CCCN(Cc1ccc(F)cc1)C2=O	-7%
Cc1oc(-c2cccc(Cl)c2)nc1Cn1c(SCc2ccc(F)cc2)nc2cccnc21	?
O=C(Nc1ccc2c(c1)CCCN2C(=O)c1cccs1)c1ccccc1C(F)(F)F	-3%
CC1CCN(S(=O)(=O)c2ccc3c(ccn3CC(=O)NCc3ccc(N(C)C)cc3)c2)CC1	2%
O=C(CSc1nc(=O)[nH]c2c1CCCC2)NCc1ccccc1	-2%
Cc1ccc(-n2ncc3c(NC4CCCCC4)ncnc32)cc1Cl	1.1µM*
CCOc1ccc(NC(=O)CSc2nc3c(oc4ccccc43)c(=O)n2-c2ccccc2C)cc1	1%
CSc1cccc(NC(=O)Nc2ccccc2OCc2cc(=O)n3cc(C)ccc3n2)c1	3µM*
COCCCNC(=O)c1cnc2sc(N3CCCCCC3)nn2c1=O	5%
COc1cc(NC(=O)c2c3c(nc4ccccc24)C(=O)N(C2CCCCC2)C3)cc(OC)c1	-1%
Cc1c(CCNC(=O)c2ccc(Br)o2)sc2nc(-c3ccc(Cl)cc3)nn12	?
CCc1nc(Oc2cccc(F)c2)c2oc3ccccc3c2n1	-2%
CCCc1cc(=O)[nH]c(SCc2nc(-c3ccccc3F)no2)n1	?
Cc1ccc(NC(=O)c2cnc(N3CCCCC3)c3ccccc23)c(C)c1	-1%
O=S(=O)(Nc1cccc(F)c1)c1ccc2[nH]c3c(c2c1)CCCCC3	-15%
CCCCOc1ccc(CNC(=O)C2COc3ccc(OC)cc3C2)cc1 (stereo not drawn)	2%
CC(C)c1nc2ccc(C(=O)NCc3ccc(F)cc3)cc2o1	2%
COc1ccc(C2c3[nH]c4ccc(OC)cc4c3CCN2C(=O)Nc2ccccc2)cc1 (stereo not drawn)	0%
O=C(NCc1ccccc1F)C(=O)NCC(c1ccco1)S(=O)(=O)c1cccs1 (stereo not drawn)	0%
O=S(=O)(NCc1cccc(Br)c1)c1ccc(-c2cc(C(F)(F)F)on2)s1	-1%
COc1cccc(NS(=O)(=O)c2ccc3c(c2)N(C)C(=O)CC(=O)N3C)c1	-2%
COc1ccc(S(=O)(=O)n2nc(-c3ccco3)nc2NCc2ccc(OC)c(OC)c2)cc1	-7%
CCOC(=O)c1scc(-c2ccc(C)cc2)c1S(=O)(=O)N1CCN(c2ccccc2F)CC1	-10%
COc1ccc(NC(=O)Cn2c(=O)nc(-c3ccccc3)c3ccccc32)cc1OC	-3%
New compounds follow
SMILES	FLuc modulator
CCOC(=O)c1c(C)[nH]c(C)c1S(=O)(=O)N1CCCC(C(=O)N2CCN(c3ccccc3)CC2)C1 (stereo not drawn)	7%
Cc1ccc2c(=O)cc(C(=O)Nc3c(C(=O)c4ccccc4)oc4ccccc34)oc2c1	1%
CCC(=O)NCc1nc2ccccc2n1Cc1ccccc1	2%
CCOCCCNC(=O)c1ccc(-n2c(-c3ccccc3)cc3c2CCCC3)cc1	2%
Oc1c(C(c2cccc(Cl)c2)N2CCOCC2)sc2nc(-c3ccco3)nn12 (stereo not drawn)	-18%
Cn1c(=O)c2sccc2n2c(CCC(=O)N3CCN(c4ccc(F)cc4)CC3)nnc12	-1%
Cc1ccc(Cl)cc1NC(=O)c1csnn1	-11%
CCc1ccc(NC(=O)Cn2c3ncccc3c(=O)n2-c2ccc(C)c(C)c2)cc1	3%
CC1CCC(N2CC(=O)N(C3CCCCC3)C(c3ccc(Cl)cc3)C2=O)CC1 (stereo not drawn)	1%
CCc1ccc(NC(=O)CN2CCN(C3CCCCC3)C(=O)C2=O)cc1	6%
Cc1ccc(N2CC(NC(=O)C3CCCC3)CC2=O)cc1C (stereo not drawn)	2%
Cc1c(C)n(Cc2ccc(Cl)cc2)c2ccc(C(=O)NCCc3ccc(S(N)(=O)=O)cc3)cc12	-12%
Cc1ccc(-c2nnc(Nc3ccccc3)c3ccccc23)cc1S(=O)(=O)NCc1nc2ccccc2[nH]1	-1%
CCc1ccc(CNC(=O)c2ccc3c(c2)nc2n3CCCCC2)cc1	13µM*
c1ccc(N2CCN(Cc3nnc(-c4ccc5c(c4)OCO5)o3)CC2)cc1	1%
Cc1ccc(-c2nnn(CC(=O)N(CC(=O)NCCC(C)C)c3ccc(F)cc3)n2)cc1	3%
CCN(Cc1ccccc1)C(=O)CN1C(=O)COc2ccc(S(=O)(=O)N3CCOCC3)cc21	-2%
O=C(Nc1nc(-c2ccc(Br)cc2)ns1)c1ccc(F)cc1	-8%
CN(C)CCN(Cc1ccccc1)S(=O)(=O)c1ccc(-c2cc(C(F)(F)F)on2)s1	-2%
CCOc1ccc(C(=O)c2cnc3ccc(Cl)cc3c2S(=O)(=O)c2ccc(C)cc2)cc1	-6%
Cc1cc(NC(=O)C2CCC(CNS(=O)(=O)c3ccc(Br)s3)CC2)ccc1Br (stereo not drawn)	-18%
COc1cccc(-n2ccnc2SCC(=O)Nc2c(C)cc(C)cc2C)c1	-10%
Cc1ccc(S(=O)(=O)NCCc2cn3ccsc3n2)cc1	2%
CCCC12CN3CC(C)(CN(C1)C3c1cn(CC)c3ccccc13)C2=O (stereo not drawn)	-3%
COc1ccc(-c2nn3c(-c4ccc(OC)cc4)nnc3c3ccccc23)cc1	1%
(list continues)
SMILES	FLuc modulator
CCc1cccc(NC(=O)C(Cc2ccccc2)NS(=O)(=O)c2ccc3c(c2)oc(=O)n3C)c1 (stereo not drawn)	0%
Cc1ccccc1CCNC(=O)c1cc2ccccn2n1	11µM*
CCN1c2ccccc2-c2nc(SCC(=O)Nc3cccc(C(F)(F)F)c3)ncc2S1(=O)=O	-2%
Cc1c(Cl)cccc1NC(=O)C(=O)NCCc1csc(-c2cccc(F)c2)n1	0%
COc1ccc(OC)c(S(=O)(=O)Nc2cc3c(C(C)=O)c(C)oc3c3ccccc23)c1	?
O=C(Cc1csc2ccccc12)NCc1ccc(F)cc1	?
O=C(Nc1cccc(NC(=O)c2ccccc2Cl)c1)c1cccc(Br)c1	1%
COc1ccc(CNC(=O)c2cccn2-c2nnc(N3CCCC3)s2)c(OC)c1	-10%
Cc1ccc(NC(=O)CCCc2nc(-c3ccco3)no2)cc1Cl	-16%
Cc1nc2scc(C)n2c(=O)c1S(=O)(=O)Nc1cccc(C(F)(F)F)c1	-13%
Cc1ccc(C)c(N2CCN(S(=O)(=O)c3ccc4c(c3)n(C)c(=O)c(=O)n4C)CC2)c1	2%
CN1CCN(C(=O)c2cnn(-c3cccc(F)c3)c2C2CCN(C(=O)OC(C)(C)C)CC2)CC1	1%
Cc1ccc(CNC(=O)c2cccc(N3CCCS3(=O)=O)c2)cc1	4%
COc1ccccc1NC(=O)c1nn(C)c2c1CS(=O)(=O)c1ccccc1-2	-13%
CCOC(=O)C1CCN(c2ncnc3c2c(-c2ccccc2)cn3-c2ccc(Cl)cc2)CC1	-4%
Cc1ccc(CNC(=O)c2ccc(CS(=O)(=O)Cc3ccc(C)cc3)o2)cc1	-1%

Ordered by heavy-atom count (descending): four of the compounds above
SMILES	FLuc modulator
CCc1cccc(NC(=O)C(Cc2ccccc2)NS(=O)(=O)c2ccc3c(c2)oc(=O)n3C)c1 (stereo not drawn)	0%
COc1ccc(OC)c(S(=O)(=O)Nc2cc3c(C(C)=O)c(C)oc3c3ccccc23)c1	?
COc1ccc(CNC(=O)c2cccn2-c2nnc(N3CCCC3)s2)c(OC)c1	-10%
COc1ccccc1NC(=O)c1nn(C)c2c1CS(=O)(=O)c1ccccc1-2	-13%

Structural class, the entries above with a CF3 group (seven)
SMILES	FLuc modulator
Fc1ccc(-c2nc(Nc3cccc(C(F)(F)F)c3)nc3c2COc2ccccc2-3)cc1	-15%
O=C(Nc1cccc(C(F)(F)F)c1)c1cc2ccc3cccnc3c2[nH]1	-5%
O=C(Nc1ccc2c(c1)CCCN2C(=O)c1cccs1)c1ccccc1C(F)(F)F	-3%
O=S(=O)(NCc1cccc(Br)c1)c1ccc(-c2cc(C(F)(F)F)on2)s1	-1%
CN(C)CCN(Cc1ccccc1)S(=O)(=O)c1ccc(-c2cc(C(F)(F)F)on2)s1	-2%
CCN1c2ccccc2-c2nc(SCC(=O)Nc3cccc(C(F)(F)F)c3)ncc2S1(=O)=O	-2%
Cc1nc2scc(C)n2c(=O)c1S(=O)(=O)Nc1cccc(C(F)(F)F)c1	-13%

The list is partial; count on the stated rates, not on these rows.
